High-throughput results from PubChem BioAssay.
TRHR ag = agonists of human TRH receptor. hit rate 0.18% among 360,000. activation, % at 2 µM. AID 493084. TRHR cells, calcium flux fluo-8, FDSS agonist mode. P34981; in the data active means activation above about 30%; further: 0% is about no effect
Target sequence (P34981 whole entry, looked up): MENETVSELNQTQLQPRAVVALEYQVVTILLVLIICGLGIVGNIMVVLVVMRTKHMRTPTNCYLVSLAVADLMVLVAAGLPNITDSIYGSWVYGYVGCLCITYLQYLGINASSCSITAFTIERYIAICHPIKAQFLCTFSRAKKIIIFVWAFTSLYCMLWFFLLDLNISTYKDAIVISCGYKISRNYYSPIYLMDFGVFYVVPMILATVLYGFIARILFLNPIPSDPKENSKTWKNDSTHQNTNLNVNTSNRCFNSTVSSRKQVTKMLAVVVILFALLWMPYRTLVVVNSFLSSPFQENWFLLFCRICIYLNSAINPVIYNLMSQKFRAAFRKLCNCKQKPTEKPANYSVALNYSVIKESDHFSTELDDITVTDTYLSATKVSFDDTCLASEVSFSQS
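In this calcium-flux screen, cells bearing human TRHR are dye-loaded with fluo-8, baselined for 10 cycles, then exposed to library compounds; positive kinetic calcium responses during the agonist phase mark hits, with TRH as control.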
APE1 inh = blocks human APE1 abasic DNA cleavage. AID 2517. P27695. recombinant APE1, TAMRA/BHQ-2 abasic DNA cleavage fluorescence. Potency, µM (doses to about 65.8 µM), for inactives: at the top dose activity change, negative = inhibition, most hits filed as inhibitors. hit rate 0.35% among 350,000;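 further: potency means the concentration at half of the fitted maximal effect; plate controls were vehicle for no effect and reference inhibitor for full effect; nearly all actives have a fitted effect of over 55% in size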
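Enzyme (0.75 nM final) and test compound are incubated 15 min at room temperature before adding 50 nM quenched THF abasic-site duplex. Cleavage dequenches TAMRA, followed at 525/598 nm over three reads one minute apart.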
ERG-DNA inh = ERG Ets/DNA interaction inhibition; fluorescence polarization, His-ERG Ets domain / labelled DNA; Potency, µM (series often up to 76.9 µM), for inactives: at the top dose FP activity, negative = inhibition, actives largely listed as inhibitors; hit rate 0.028% among 370,000; AID 624246; active means well fitted inhibition curve with a large enough effect in the polarisation, with a control signal flat; inconclusive means small, poorly fitted or top-dose-only effect, or effect the other way, or a change in a side signal; inactive means no such curve, though single readings can be large or run the other way; the % refers to the polarisation;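 further: polarization taken with two DNA probes labelled with fluorescein and Texas red; potency means the concentration at half of the fitted maximal effect; % of control where 0% means no effect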
Target sequence (P11308 whole entry, looked up, the tested form may be a part): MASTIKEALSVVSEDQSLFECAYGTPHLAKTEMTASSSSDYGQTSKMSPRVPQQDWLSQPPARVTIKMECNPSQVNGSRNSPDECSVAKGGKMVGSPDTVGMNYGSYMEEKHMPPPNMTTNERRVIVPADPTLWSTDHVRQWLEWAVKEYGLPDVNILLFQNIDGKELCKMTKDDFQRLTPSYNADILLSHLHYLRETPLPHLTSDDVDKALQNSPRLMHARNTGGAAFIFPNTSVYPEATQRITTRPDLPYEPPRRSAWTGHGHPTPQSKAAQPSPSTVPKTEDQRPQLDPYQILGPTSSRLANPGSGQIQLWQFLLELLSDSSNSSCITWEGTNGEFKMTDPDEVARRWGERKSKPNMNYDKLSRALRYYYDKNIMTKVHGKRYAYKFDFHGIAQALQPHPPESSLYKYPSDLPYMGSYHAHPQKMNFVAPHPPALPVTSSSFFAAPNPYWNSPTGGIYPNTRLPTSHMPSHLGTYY
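His-tagged ERG Ets domain (1 uM in the protein solution; 300mM KCl, 50mM Tris-HCl, 1mM EDTA, 1mM DTT, pH 7.5) received compound, then a probe mix of 5 nM fluorescein-DNA and 100nM Texas-615-DNA. Fluorescence polarization was read for both dyes.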
Anesthetic bind = candidate novel general anesthetic via apoferritin binding; apoferritin/1-aminoanthracene competitive binding, fluorescence; Potency, µM (doses to about 77.5 µM), inactives show at the top dose activity change, negative = displacement, hits mostly inhibitors; hit rate 0.074% among 350,000; further: potency means the concentration at half of the fitted maximal effect; on the % scale 0 is the no-effect control and ±100 the full control effect; nearly all actives have a fitted effect of over 20% in size
Target sequence (P02791 2-175 limits assumed): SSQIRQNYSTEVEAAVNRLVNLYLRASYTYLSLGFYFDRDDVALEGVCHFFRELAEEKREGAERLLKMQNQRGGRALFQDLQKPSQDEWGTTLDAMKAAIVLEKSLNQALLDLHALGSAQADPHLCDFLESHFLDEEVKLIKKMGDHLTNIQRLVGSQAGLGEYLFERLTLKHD
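In PBS, apoferritin at 10 uM is loaded with 1-AMA from a 50% saturated solution. After 10 min of compound exposure at ambient temperature, reduced 535 nm fluorescence indicates probe displacement.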
POLB inh = blocks human DNA polymerase beta activity; P06746; Pol beta primer extension/strand displacement, fluorescence kinetic; Potency, µM (highest dose often 114 µM), for inactives: at the highest dose activity change, negative = inhibition, actives largely listed as inhibitors; hit rate 1.3% among 340,000; AID 485314; further: potency means the concentration at half of the fitted maximal effect; on the % scale 0 is the no-effect control and ±100 the full control effect
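Enzyme-only controls used 10 nM Pol beta; buffer lacking enzyme served as negative control. Compound preincubated 15 min, then 50 nM substrate added; 0 and 10 min reads at room temperature.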
Pol kappa inh = blocks human DNA polymerase kappa activity; Q9UBT6; hit rate 0.53% among 400,000; purified Pol kappa, fluorescent DNA synthesis assay, 10 min; Potency, µM (doses to about 107 µM), for the others: at the highest dose activity, negative = inhibition, most hits filed as inhibitors; further: potency means the concentration at half of the fitted maximal effect; on the % scale 0 is the no-effect control and ±100 the full control effect
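Activity was followed as the change in fluorescence between reads at 0 and 10 min after starting the reaction with 50 nM substrate. Beforehand, 10 nM polymerase had been preincubated with compound for 15 min at room temperature.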
BLM helicase inh = inhibitors of human Bloom syndrome helicase BLM | Potency, µM (titrated, usually from 56.1 µM), inactives show top-dose activity change, negative = inhibition, most hits filed as inhibitors | P54132 | recombinant BLM DNA unwinding, fluorescence dequenching | hit rate 0.2% among 350,000;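 further: potency means the concentration at half of the fitted maximal effect; plate controls were vehicle for no effect and no enzyme for full effect; nearly all actives have a fitted effect of over 35% in size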
12-LOX inh = ALOX12 (human) lipoxygenase inhibition; P18054; purified 12hLO, xylenol orange hydroperoxide absorbance; Potency, µM (series often up to 108 µM), inactives show at the top dose activity change, negative = inhibition, actives largely listed as inhibitors; hit rate 1.1% among 580,000; AID 1671190; further: potency means the concentration at half of the fitted maximal effect; on the % scale 0 is the no-effect control and ±100 the full control effect
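Purified human 12hLO (150 nM final) in 25 mM Hepes, 0.01% Triton X-100, pH 7.0 was preincubated 15 min at room temperature with compound. Then 40 uM arachidonic acid was added, 30 min. Hydroperoxide was read by Fe-XO absorbance ratio 573/405 nm.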
POLI inh = DNA polymerase iota (human) inhibition; Q9UNA4; Pol iota fluorescent replication assay, 10 min; Potency, µM (series often up to 115 µM), without a hit: top-dose activity, negative = inhibition, actives largely listed as inhibitors; hit rate 1% among 390,000; AID 588590; further: potency means the concentration at half of the fitted maximal effect
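Fluorescent replication assay read twice, at 0 min and 10 min after adding 50 nM (final) substrate. Enzyme (10 nM) and compounds were first incubated 15 min at room temperature; enzyme-free buffer wells were negative controls.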
Starred values were filed as active, the others as inactive; u = inconclusive; x = no result given; & = joins results of further samples; [ ] = another dose, or the depositor's remark. Unless noted, the call rests on the fitted dose curve; in most records, active means well fitted curve in the direction sought with a large enough effect; inconclusive means small, poorly fitted or top-dose-only effect, or another doubt; inactive means no such curve, though single readings can be large; an effect the other way counts as inactive or inconclusive. A portion of the library; rates above refer to the full screens.

SMILES	TRHR ag	APE1 inh	ERG-DNA inh	Anesthetic bind	POLB inh	Pol kappa inh	BLM helicase inh	12-LOX inh	POLI inh
CCN1C(=O)CC(N2CCC(Nc3ccc(OC)cc3)CC2)C1=O (stereo not given)	0.3	1%	0%	-3%	-2%	-15%	-3%	0%	-3%
CC(C)CN(C(=O)COC(=O)CCCc1nc2ccccc2s1)c1c(N)n(Cc2ccccc2)c(=O)[nH]c1=O	-0.1	-4%	-3%	x	x	-8%	x	-4%	20%
COc1cc(C(=O)Nc2nc3ccc4nc(C)sc4c3s2)cc(OC)c1OC	0.0	-9%	5%	-14%	30%	u	-6%	5%	u
CCC(c1ccccc1)C(CC)c1cc(O)c(O)c(O)c1 (stereo not given)	x	x	10%	x	x	-5%	x	u	u
CCN(CC)CCn1c2ccc(F)cc2c2nc(C)sc21	-1.0	-5%	-9%	-8%	0%	-7%	52%[activator]	21%	-20%
CCc1ccc(NC(=O)Cn2c(=O)n(-c3cccc(OC)c3)c(=O)c3c(C)c(C(=O)N(C)C)sc32)cc1	0.4	x	2%	5%	-28%	-7%[60.1 µM]	-8%	-15%	-10%
C=CCCCCCCCCc1nc(SCC(C)=O)n[nH]1	0.0	2%	11%	-18%	5%	5%	-4%	103%[activator]	8%
C#CCOCCOCCOCCNc1nc(N2CCN(C(=O)CCCCCCCCCCNC(=O)Cn3cc(CCCCCN)nn3)CC2)nc(N2CCN(C(=O)CCCCCCCCCCNC(=O)[C@@H](CCC(=O)O)n3cc(CCCCCN)nn3)CC2)n1	0.3	36%	10%	x	x	16%	x	x	u
COC(=O)C(=O)C/C(=N/Nc1ncnc2ccccc12)c1ccc(Cl)cc1	6.8	57%[activator]	11%	-11%	u	-17%	-5%	13%	154%[activator]
Cc1sc(NC(=O)C2CCCCC2)c(C#N)c1-c1ccccc1	-0.3	12%	-4%	u	16%	-2%	-9%	u	0%
O=C(CSc1n[nH]c(-c2ccccc2O)n1)N1CCCc2ccccc21	0.0	0%	-13%	u	3%	-11%	-3%	-5%	8%
Cc1ccc(CNC(=O)c2ccc(-n3cccc3)cc2)cc1	1.3	u	-4%	3%	6.3µM*	22µM*	u	u	14µM*

Pulled by structure from the entries so far:
SMILES	TRHR ag	APE1 inh	ERG-DNA inh	Anesthetic bind	POLB inh	Pol kappa inh	BLM helicase inh	12-LOX inh	POLI inh
Cc1ccc(CNC(=O)c2ccc(-n3cccc3)cc2)cc1	1.3	u	-4%	3%	6.3µM*	22µM*	u	u	14µM*
CCN(CC)CCn1c2ccc(F)cc2c2nc(C)sc21	-1.0	-5%	-9%	-8%	0%	-7%	52%[activator]	21%	-20%

The list goes on:
SMILES	TRHR ag	APE1 inh	ERG-DNA inh	Anesthetic bind	POLB inh	Pol kappa inh	BLM helicase inh	12-LOX inh	POLI inh
Cc1ccc2nc(NC(=O)CN3C(=O)NC4(CCCCC4)C3=O)sc2c1	0.8	14%	2%	x	x	-12%	x	-21%	7%
Cc1ccc2c3c1C1(C(=O)N3C(C)(C)CC2C)C(C#N)=C(N)Oc2cc(O)ccc21 (stereo not given)	0.1	-4%	6%	-11%	0%	-11%	-9%	-9%	-1%
Cn1ncn2c(=O)c3c(nc12)-c1ccccc1CC31CCCC1	0.6	-3%	5%	0%	14%	-3%	-3%	-20%	39%[activator]
Cc1ccc(C(=O)Nc2ccccc2C(=O)Nc2ccccn2)cc1Cl	0.4	-8%	7%	-6%	28%	-1%	-8%	0%	u
Cc1cc(Br)cc(Br)c1OCC(=O)NNC(=O)CCC(=O)NCc1ccccc1	-0.2	25%	-10%	-4%	-29%	6%	1%	19%	-21%
Cc1ccc(Cn2c(N)c(S(=O)(=O)c3cccs3)c3nc4ccccc4nc32)cc1	0.6	-7%	0%	0%	-18%	-2%	-1%	0%	4%
COc1ccc(/C=N/NC(=O)CNc2n[nH]c(=O)[nH]c2=O)cc1OC	-0.6	-1%	-6%	2%	0%	-10%	-7%	14%	145%[activator]
COc1ccc(CNC(=O)CNC(c2ccccc2)c2ccccc2)cc1OC	-0.1	24%	-6%	-12%	12%	-4%	-7%	26%	9%
COc1ccc(N2CCN(S(=O)(=O)c3ccc(OC)c(C(=O)N4CCCC4)c3)CC2)cc1	-0.3	7%	4%	-10%	18%	-3%	-1%	4%	-16%
Cc1cc2[nH]c(=O)c(=O)[nH]c2cc1S(=O)(=O)Nc1cccc(C)c1C	0.7	-23%	-5%	-15%	18%	0%	0%	6%	-20%
C/C=C(/C)C(=O)Nc1cccc(C2=NOC3(C2)C[C@H](C(N)=O)N(C(=O)c2ccccc2)C3)c1 (stereo not given in full)	-0.1	2%	-11%	-3%	-25%	15%	-2%	-8%	23%
S=C(NCCCN1CCOCC1)NC1CC1	0.4	-2%	-13%	-1%	-18%	5%	-4%	-4%	19%
Cc1ccccc1C(=O)NNC(=O)/C=C\C(=O)O	-0.5	0%	-1%	-6%	-1%	3%	-3%	-9%	-9%
CC1(C)CC(=O)c2cc(NC(=O)c3ccc(F)cc3)c(=O)oc2C1	1.0	-4%	7%	-5%	11%	-3%	-13%	-27%	141%[activator]
O=C(COC(=O)c1cnccn1)Nc1ncc(C(F)(F)F)cc1Cl	x	40%	7%	x	x	-23%	x	5µM*	124%[activator]
CC1(C)Cc2c(sc3nc4n(c(=N)c23)CCCCC4)CO1	0.1	-4%	-15%	-9%	4%	-13%	3%	-5%	-1%
CCOC(=O)C(NCc1ccccn1)(NC(=O)c1cccnc1)C(F)(F)F (stereo not given)	0.9	-3%	13%	-11%	2%	3%	-2%	5%	10%
CSc1ncccc1C(=O)Nc1cccc(S(=O)(=O)N2CCCC2)c1	x	-5%	-1%	x	x	-11%	x	0%	-6%
Nc1ccc(-c2cc(-c3cccc(N)c3)nc(-c3ccccc3)n2)cc1	1.2	-1%	-2%	10%	4%	-9%	-4%	-21%	5%
COc1ccc(S(=O)(=O)NCC(=O)N(CC(=O)NCc2ccccc2)Cc2ccco2)cc1	-0.5	62%[activator]	-3%	1%	-10%	-6%	-3%	0%	109%[activator]
COc1ccc(-c2cc(C(=O)N(C)Cc3nc4ccccc4c(=O)[nH]3)c3ccccc3n2)cc1OC	x	-21%	3%	x	x	-4%	x	u	55%[activator]
O=C1/C(=C/c2ccc(Br)cc2)Oc2cc(O)ccc21	14	-1%	11%	145%[activator]	14µM*	-3%	-7%	u	39%[activator]
CCOc1ccc(C(=O)NCC(=O)OCCCC(=O)c2ccc(F)cc2)cc1OCC	0.0	8%	2%	x	x	-5%	x	2%	22%
Cc1nc2ncc(Br)cc2[nH]1	0.5	13%	-2%	9%	-22%	-1%	5%	-14%	1%
O=C(COc1ncnc2sccc12)Nc1cccc(S(=O)(=O)N2CCOCC2)c1	-0.3	-2%	-3%[15.4 µM]	x	x	-2%	x	29%	1%
CC(C)(Oc1ccc(Cl)cc1)C(=O)NC1CC1	-0.2	-4%	0%	x	x	3%	x	31%	9%
Cc1ccc(C2CC(=O)Nc3cc4c(cc32)OCCO4)s1 (stereo not given)	0.0	-3%	x	7%	u	-7%	-3%	0%	10%
CC(C)(C)c1ccc(/C=N/NC(=S)Nc2cccnc2)cc1	-0.6	-8%	x	u	27%	x	-6%	x	x
O=C(Cc1ccc(Cl)c(Cl)c1)Nc1ccc2[nH]c(=O)[nH]c2c1	0.3	-10%	11%	-7%	u	-2%	-3%	-2%	100%[activator]
CCOC(=O)/C(=C/C=C1\Sc2cc(C)c(C)cc2N1CC)C(C)=O	249*	3%	58%[activator]	-18%	0%	-25%	-8%	-24%	8%
O=C(NCc1ccco1)C(c1ccccc1F)N(Cc1cccnc1)C(=O)Cn1nnc2ccccc21 (stereo not given)	-0.2	-1%	5%	-8%	0%	-7%	-1%	15%	-4%
COc1ccc(NC(=O)c2ccc(Br)o2)c([N+](=O)[O-])c1	2.4	-1%	3%	-10%	34%	-2%	-2%	5%	3%
CCOc1ccc(OCC)c(NC(=O)Cn2nc(CC)n3c(cc4sccc43)c2=O)c1	0.6	x	6%	-7%	25%	0%	-8%	-27%	-12%
Cc1ccc(C(=O)NNC(=O)CSc2nnc(-c3ccncc3)n2-c2ccc(C)cc2)cc1	x	18%	x	-14%	45%	x	-4%	2%	x
Cc1ccc(Cl)cc1-n1ncc2c(NC3CCCCCC3)ncnc21	0.2	x	1%	u	-22%	-1%[60.1 µM]	-6%	u	-23%
CCOC(=O)c1ccc(NC(=O)Cn2cccc2)cc1	0.4	-4%	8%	-12%	1%	2%	-2%	-16%	0%
CN=C(NC)SC1CC(=O)N(c2ccccc2)C1=O (stereo not given)	0.2	2%	-8%	-10%	1%	-14%	0%	11%	5%
CCN(C(=O)CSc1nnc(Nc2ccc(OC)cc2)s1)C1CCS(=O)(=O)C1 (stereo not given)	x	23%	-5%	x	x	-4%	x	-10%	25%
Cc1cc(C)cc(NC(=O)Cn2c(C)cc(C)c(C#N)c2=O)c1	0.2	x	-29%	-2%	95%	-3%[60.1 µM]	-1%	5%	16%
CSc1ccc(/C=C2\C(=N)N3N=C(CC(=O)N4CCOCC4)SC3=NC2=O)cc1	0.6	14%	-16%	-13%	3%	u	-1%	-24%	u
Cn1nnnc1SCCNC(=O)C1CCC(=O)N(Cc2ccccc2F)C1 (stereo not given)	0.2	34%	6%	-1%	-1%	-15%	-2%	22%	23%
CCN1C(=NCCOC)N[C@@H](c2ccccc2)[C@H](C(=O)OC)[C@H]1C	-0.5	11%&-3%	9%	-7%	75%	-5%	0%	-30%	-4%
CCC(C)N(NC(C)=O)c1nc(Cl)nc(NC(C)C)n1 (stereo not given)	0.1	-1%	-8%	-11%	37%	-4%	1%	-24%	10%
Cc1ccc(Nc2nc(COC(=O)COc3ccc(C=O)cc3)cs2)cc1	0.6	2%	10%	u	u	-8%	-9%	-4%	-4%
